From PubChem BioAssay
tim23-1 inh – growth inhibitors of tim23-1 mutant yeast, primary screen, luminescence, uHTS. S. cerevisiae tim23-1 growth, BacTiter-Glo luminescence, 24 h. AID 463212, 2010. hit rate 1.3% among 330,000. inhibition, % at 20 µM;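 active = growth inhibition of the mutant yeast at or above 50%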;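 also: temperature-sensitive mutant grown at 25 °C; plate controls were DMSO-treated mutant yeast for no effect and medium wells lacking yeast for full effect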
Jurkat NFkB inh – inhibitors of induced NF-kB luciferase reporter, primary screen, TCR NF-kB activation inhibitor project, cell-based, luminescence, uHTS; AID 435003, 2010; Jurkat, PMA/ionomycin-induced NF-kB luciferase reporter; hit rate 0.53% among 330,000; inhibition, % at 4 µM; in the data active = inhibition above about 50%
Mdm2 MdmX PPI – inhibitors of human Mdm2-MdmX association, primary screen, cell-based, luminescence, split luciferase, SaOS-2, uHTS; Protein Mdm4 (Homo sapiens) + E3 ubiquitin-protein ligase Mdm2 (Homo sapiens), …; SaOS-2 split-luciferase Mdm2/MdmX complementation; inhibition, % at 8 µM; hit rate 3% among 330,000;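 active = inhibition of at least 50% at 8 µM in the primary screen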
697 NFkB inh – inhibitors of PMA/ionomycin-induced NF-kB reporter, 697 cells, primary screen, B-cell NF-kB inhibitor project, cell-based, luminescence, uHTS. hit rate 0.33% among 330,000. 697 B-cell NF-kB luciferase reporter, 16 h. inhibition, % at 4 µM; in the data active = inhibition above about 35%
UPR XBP1 act – activators of adaptive XBP1 UPR arm, primary screen, cell-based, CHO-XBP1 luciferase reporter, luminescence, uHTS | hit rate 0.33% among 330,000 | IRE1-XBP1 UPR activation; percent of tunicamycin response, DMSO as zero | activation, % at 20 µM;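 active = versus positive control, 20 µM dose yields 30% or more activation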;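 also: 100% = tunicamycin at 10 µg/mL and 0% = DMSO only wells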
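Material: CHO cell line with stable XBP1 luciferase reporter; schedule: 16-18 h cell attachment at 37 °C, then 6 h compound exposure; signal: glow luminescence from Steady-Glo reagent; medium: serum-containing F12 medium, 10% FBS; benchmarks: tunicamycin 10 µg/mL and vehicle-only wells; read-out: percent activation relative to tunicamycin reference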
APJ ag – agonists of human apelin receptor APJ, primary screen, CHO-K1 cells, PathHunter beta-arrestin, luminescence. P35414. 0% DMSO wells, 100% apelin. activation, % at 20 µM. hit rate 0.11% among 330,000;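 active = activation more than six SD over the plate average, tested at 20 µM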;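 also: 0% = DMSO alone and 100% = apelin-13 at 10 nM; some results filed as inactive read as strong as hits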
Target sequence (P35414 whole entry, looked up): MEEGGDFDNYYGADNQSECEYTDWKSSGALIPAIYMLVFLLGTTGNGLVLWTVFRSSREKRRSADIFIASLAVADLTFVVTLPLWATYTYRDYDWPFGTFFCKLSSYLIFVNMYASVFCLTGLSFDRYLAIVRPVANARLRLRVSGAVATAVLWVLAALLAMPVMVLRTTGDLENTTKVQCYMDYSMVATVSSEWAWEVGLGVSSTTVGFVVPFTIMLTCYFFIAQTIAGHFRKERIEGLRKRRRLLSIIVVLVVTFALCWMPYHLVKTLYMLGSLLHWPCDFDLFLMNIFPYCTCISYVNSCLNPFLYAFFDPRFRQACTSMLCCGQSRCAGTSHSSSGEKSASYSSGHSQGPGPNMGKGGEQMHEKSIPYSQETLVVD
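Test system – PathHunter CHO-K1 APJ (AGTRL-1) beta-arrestin reporter cells · Input – 1000 cells/well · Compound – single test compound dose, 20 µM final, 1% DMSO · Times – compound stimulation 90 min at 25 °C, detection 60 min · Technique – beta-gal luminescence · Read-out basis – APJ–arrestin association signal · Control set – negative DMSO alone, positive Apelin-13 at 10 nM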
APJ antag – antagonists of human apelin receptor APJ, primary screen, CHO-K1 cells, beta-arrestin complementation, luminescence; P35414; inhibition, % at 20 µM; hit rate 0.32% among 330,000; AID 2521, 2010;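 active = inhibition above about 40% at 20 µM, limit read from the data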;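 also: cells challenged with 10 nM apelin-13 agonist together with compound; plate controls were apelin-13 plus DMSO wells for no effect and DMSO wells lacking apelin-13 for full effect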
UPR CHOP act – activators of apoptotic CHOP UPR arm, primary screen, cell-based, CHO-CHOP luciferase reporter, luminescence, uHTS | UPR activation; percent of tunicamycin response over DMSO baseline | activation, % at 10 µM | hit rate 0.34% among 330,000 | AID 449763, 2010;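 active = at 10 µM dose, activation of 40% or more, normalized to positive control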;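 also: 100% = tunicamycin at 10 µg/mL and 0% = DMSO alone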
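Assay system: CHO-CHOP cells, stable luciferase reporter of PERK-eIF2a-CHOP signalling / Buffer or medium: F12 plus 10% serum / Compound dosing: one dose, 10 µM in 0.5% DMSO / Times: 6 h compound treatment, 37 °C / Technique: luciferase luminescence / Read-out: % reporter activation, DMSO baseline versus tunicamycin full activation / Benchmarks: tunicamycin and DMSO controls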
* = called active by the depositor. The order is random, and some 5% of all compounds hit somewhere here.

SMILES	tim23-1 inh	Jurkat NFkB inh	Mdm2 MdmX PPI	697 NFkB inh	UPR XBP1 act	APJ ag	APJ antag	UPR CHOP act
COc1ccc2nc(SCC(=O)Nc3cc(OC)c(OC)cc3C(=O)O)c(C)cc2c1	18	-1	11	6	-1	-2	-13	-1.0
COc1cc(SC)ccc1C(=O)OCc1nc2ccsc2c(=O)[nH]1	16	4	-21	10	2	4	-12	2.7
Cc1nn(CC(=O)NCCc2ccccc2)c(=O)c2cccn12	2	-10	13	-27	-2	10	12	3.2
O=C(CN1C(=O)c2ccccc2C1=O)NN1C(=O)c2ccccc2C1=O	2	7	-38	8	-2	4	-13	-0.3
COCc1nnc(NC(=O)CCS(=O)(=O)c2ccccc2)s1	17	12	4	0	2	0	-16	0.9
CCOc1ccc(S(=O)(=O)NCCC(=O)NCC(c2ccc(F)cc2)N2CCOCC2)cc1 (stereo not given)	-6	3	9	9	-1	5	6	0.1
CCSc1nnc(Cn2c(=O)sc3ccccc32)n1C	4	6	10	26	-2	-2	13	0.0
O=C(CN1C(=O)NC2(CCCCC2)C1=O)NCCc1c[nH]c2ccccc12	-4	7	5	5	-4	0	-1	-0.7
O=C1[C@H]2[C@@H](C3CC3)N3C(=O)CN(CC4CC4)C(=O)[C@@]3(Cc3ccccc3)[C@H]2C(=O)N1c1ccccc1	6	-2	3	2	-1	-3	-2	-0.4
COc1cccc(C(=O)Nc2ccc(N(C)C)cc2)c1OC	4	-62	-95	-64	-3	2	-2	4.5
CCOC(=O)c1c(NC(=O)C(C)N2CCN(S(=O)(=O)c3cccs3)CC2)sc2c1CCC(C)C2 (stereo not given)	18	2	25	-13	-2	-1	8	2.2
CCC(Sc1nc2ccccc2s1)C(=O)Nc1nnc(C)s1 (stereo not given)	13	14	13	9	2	0	17	0.8
C=CCn1c(SCC(=O)Nc2nnc(C)s2)nnc1-c1cccnc1	2	7	12	1	1	-4	-3	-0.5
CN(C)S(=O)(=O)c1ccc(NC(=O)COc2ncnc3c2cnn3-c2ccccc2)cc1	4	-8	8	13	-3	-2	4	-0.5
CC(C)N(C(=O)c1sc2cc([N+](=O)[O-])ccc2c1Cl)C(C)C	22	-3	-13	8	1	0	-1	0.6

Compounds shown so far that have an aryl methoxy group:
SMILES	tim23-1 inh	Jurkat NFkB inh	Mdm2 MdmX PPI	697 NFkB inh	UPR XBP1 act	APJ ag	APJ antag	UPR CHOP act
COc1ccc2nc(SCC(=O)Nc3cc(OC)c(OC)cc3C(=O)O)c(C)cc2c1	18	-1	11	6	-1	-2	-13	-1.0
COc1cc(SC)ccc1C(=O)OCc1nc2ccsc2c(=O)[nH]1	16	4	-21	10	2	4	-12	2.7
COc1cccc(C(=O)Nc2ccc(N(C)C)cc2)c1OC	4	-62	-95	-64	-3	2	-2	4.5

Following part
SMILES	tim23-1 inh	Jurkat NFkB inh	Mdm2 MdmX PPI	697 NFkB inh	UPR XBP1 act	APJ ag	APJ antag	UPR CHOP act
CC(=O)c1cccc(NC(=O)C2CC(=O)N(C3CCCC3)C2)c1 (stereo not given)	2	-4	13	6	2	-2	-1	-1.8
Cc1ccc(S(=O)(=O)N2CCC(C(=O)N[C@H](C(=O)NCC3CCCO3)C(C)C)CC2)cc1 (stereo not given in full)	6	-1	0	-11	1	1	-14	1.0
CN1C(=O)CC[C@H]1c1cccnc1	-10	4	-14	17	-6	-4	9	0.6
CCCCCCC(=O)NC(Nc1ccc(S(N)(=O)=O)cc1)C(Cl)(Cl)Cl (stereo not given)	2	-8	17	4	-10	-3	-15	-1.9
Cc1ccc(/C=C/C(=O)OCC(=O)Nc2cccnc2Cl)cc1	-4	-11	8	23	-1	-2	-9	1.8
COc1ccc(Nc2cc(=O)n(C3CCCCC3)c(=O)[nH]2)c(OC)c1	-8	21	9	17	-1	-1	19	-0.8
N#Cc1nn(-c2ccccc2)nc1N1CCCCC1	18	-20	8	-8	11	-3	11	2.3
CCOC(=O)N1CCN(Cc2cc(=O)oc3ccc(Cl)cc23)CC1	24	16	-10	-12	0	-3	3	-1.9
COC(=O)c1sccc1NC(=O)CC1C(=O)NCCN1C(=O)Nc1ccc(F)cc1F (stereo not given)	16	0	3	-2	1	2	2	0.2
COC(=O)c1c(Cl)c2n3ccccc3c(C)c(-c3ccccc3)c-2c1C(=O)OC	11	1	-8	4	0	-5	-8	3.2
NC(=O)[C@@H]1CC2(CC(c3cccc(NC(=O)CC(c4ccccc4)c4ccccc4)c3)=NO2)CN1C(=O)c1ccc(Cl)cc1 (stereo not given in full)	17	14	52*	-2	0	8	-8	-1.9
CCn1c(SCC(=O)NC2CCCCC2)nc2c(c1=O)SC(C)C2 (stereo not given)	13	-11	4	-12	4	1	15	-1.3
CCOc1ccccc1N1CCN(CC(=O)Nc2ccccc2C(=O)NC2CC2)CC1	10	5	-1	12	3	-2	-6	-2.7
CCn1c(SCC(=O)NCC2CCCO2)nnc1-c1ccc(S(=O)(=O)N2CCN(C)CC2)cc1 (stereo not given)	15	-7	-2	-7	-1	0	6	0.5
CCN(CC(=O)Nc1ccccc1OC)C(=O)c1ccc(NS(=O)(=O)c2ccc(C(C)=O)cc2)cc1	-3	7	25	14	-1	-2	2	0.4

Three of the entries above in order of their number in APJ antag, descending.
molecule | Jurkat NFkB inh | Mdm2 MdmX PPI | 697 NFkB inh | UPR XBP1 act | APJ ag | APJ antag
CN1C(=O)CC[C@H]1c1cccnc1 | 4 | -14 | 17 | -6 | -4 | 9
CCOC(=O)N1CCN(Cc2cc(=O)oc3ccc(Cl)cc23)CC1 | 16 | -10 | -12 | 0 | -3 | 3
Cc1ccc(S(=O)(=O)N2CCC(C(=O)N[C@H](C(=O)NCC3CCCO3)C(C)C)CC2)cc1 (stereo not given in full) | -1 | 0 | -11 | 1 | 1 | -14

Other entries follow:
SMILES	tim23-1 inh	Jurkat NFkB inh	Mdm2 MdmX PPI	697 NFkB inh	UPR XBP1 act	APJ ag	APJ antag	UPR CHOP act
CCCC(=O)Nc1ccc(C(=O)NCC2CCCO2)cc1 (stereo not given)	8	5	6	23	-1	-2	36	0.0
CCc1cccc(CC)c1-n1c(SCC(=O)N2CCCc3ccccc32)nc(O)cc1=O	12	19	25	19	-1	0	5	-1.1
OC(CNCc1ccccc1)COCc1ccc(Cl)cc1 (stereo not given)	-4	-6	24	-5	0	-4	0	1.1
Cn1nnc(C(O)CNCc2cccs2)n1 (stereo not given)	-10	8	13	12	-4	-4	5	0.5
Cc1[nH][nH]c(=O)c1C=Nc1ccc(C(F)(F)F)cc1	0	-5	18	-5	-4	-2	0	-2.6
NS(=O)(=O)c1ccc(CCNC2CC(=O)N(Cc3ccccc3)C2=O)cc1 (stereo not given)	11	-3	-8	10	-2	-1	5	-0.4
O=C1C2C3C=CC(CC3)C2C(=O)N1/N=C/c1ccc(O)c(O)c1 (stereo not given)	9	-5	-3	-85	45*	2	6	23
Cc1cc(NC(=O)CCN2C(=O)/C(=C\c3ccccc3)SC2=S)no1	-1	-7	28	-4	-1	-4	8	-1.2
COc1ccc(C(=O)Nc2c(Cl)cc(Cl)cc2C(=O)NCc2ccco2)cc1	-7	-2	4	6	-4	-3	11	-2.4
CC(=O)NC(CC(=O)NCCOc1ccccc1F)c1ccccc1 (stereo not given)	9	-7	15	3	-5	-2	8	3.5
O=C(O)CCN1C(=O)/C(=C2\C(=O)N(Cc3ccccc3Cl)c3ccccc32)SC1=S	12	-6	17	-15	1	0	-4	0.6
Cn1c(=O)c2c(-c3ccc(OC(F)F)cc3)cc(-c3ccccc3)nc2n(C)c1=O	0	-5	-13	-6	8	-4	-2	1.8
C/C(CC(=O)Nc1ccc(Cl)cc1)=N\NC(=O)C(=O)NCCO	27	-2	15	2	-1	-1	-12	1.2
Brc1csc2ncccc12	-7	18	4	9	2	3	-9	-1.0
CC(C)(CN1CCc2ccccc2C1)NS(=O)(=O)c1ccccc1	-10	-2	13	10	-1	-3	-15	0.2
Cc1ccc2[nH]c(=O)c(COC(=O)c3ccccn3)cc2c1	-20	13	24	12	-5	-4	-4	-1.0
O=C(c1cc[n+]([O-])cc1)N1CCc2c([nH]c3ccccc23)C1c1ccccc1Cl (stereo not given)	10	7	4	2	-4	-2	-9	-1.1
COc1ccc(N2C(=S)N(C(=O)c3ccccc3)C(=Nc3ccccc3)C2=Nc2ccccc2)cc1	24	-176	-106	-225	0	-3	12	7.1
Cc1ccc(NC(=O)/C(=C/c2ccco2)c2ccccc2)c(C)c1	11	-9	0	-12	-1	-7	10	-3.4
Cn1c(SCC(=O)Nc2nncs2)nnc1C1CC1	-3	-1	-7	-4	-2	-3	17	1.6
Cc1cccc(CS(=O)(=O)Cc2ccc(C(=O)NCC3CCCO3)o2)c1 (stereo not given)	3	8	-15	7	-2	-6	-14	-1.3
Cc1cc(C)nc(SCC(=O)OC(C)C(=O)Nc2ccccc2)n1 (stereo not given)	9	15	-2	4	-4	0	-15	1.5
COC(=O)c1nnn(-c2nonc2N)c1CSc1nnc(C)s1	3	6	-1	5	1	-1	-7	1.1
Nc1ccc(C(=O)OCC(=O)Nc2ccc3c(c2)OCO3)cc1[N+](=O)[O-]	2	5	-14	9	1	3	8	0.5
CCc1nn(CC(=O)NCCC(C)C)c(=O)c2cc3c(OC)cccc3n12	11	-13	-7	6	0	1	0	0.2
Cc1ccc(NCCC(=O)c2ccccc2)cc1Cl	5	-30	-12	-17	-1	-1	-10	4.4
CC(C(=O)Nc1nc(-c2ccc(F)cc2)cs1)N1C(=O)C2CC=CCC2C1=O (stereo not given)	38	-8	-14	-21	1	1	-13	-0.5
CCC(CO)Oc1cc(NC(=O)c2ccc(Cl)cc2)c2ncn(C(C)C)c2c1 (stereo not given)	-12	-2	-12	8	-1	-3	-7	0.8
COc1ccc(-c2ncncc2-c2csc(C)n2)c(O)c1	6	7	7	-5	1	-1	-2	-0.9
COc1cc(C(=O)NCC(=O)OCc2ccccc2Cl)cc(OC)c1OC	33	8	3	16	0	-2	2	1.2
CCCCCCCNC(=O)CC(NS(=O)(=O)c1ccc(NC(C)=O)cc1)C(C)C (stereo not given)	-8	-1	12	-22	-2	-1	11	1.7
COc1cc(C(C2=C(O)CC(C)(C)CC2=O)C2C(=O)CC(C)(C)CC2=O)cc(OC)c1OC (stereo not given)	20	-11	13	7	-1	0	-12	-2.1
COc1ccc(NC(=O)n2nc(OC(=O)c3cccs3)cc2N)cc1	13	-2	0	-4	4	10	14	1.2
O=C(OCC(=O)N1CCCc2ccccc21)c1ccccc1OC(F)F	33	7	16	7	0	-1	11	-1.0
Cc1ccc(S(=O)(=O)Nc2cccnc2)cc1C	-2	6	12	-3	-2	0	-11	-1.7
O=C(NCCc1ccc(Cl)cc1)c1ccc2nc(N3CCOCC3)sc2c1	-7	-4	26	-18	0	-1	-17	-1.1
C=CCn1c(=O)c2c(nc3n2CCN3c2cccc(Cl)c2C)n(C)c1=O	16	4	-30	7	-3	-5	-6	-3.3
c1ccc(CCc2ccncc2)cc1	11	19	-7	-2	0	-3	2	-0.5
C/C(=N\Nc1ncc(Cl)cc1Cl)c1ccc(OC(F)F)cc1	21	-15	-9	5	0	-3	-5	1.4
CCCNS(=O)(=O)c1ccc(CCC(=O)NCc2ccc3c(c2)OCO3)cc1	5	1	7	9	0	0	-7	-2.4
